ANO1 block – mouse TMEM16A channel inhibition, primary screen; Q8BHY3; HEK293 TMEM16A/YFP iodide influx fluorescence, ionomycin; normalized B-score (activity score, 25-100; higher = stronger inhibition) at 10 µM; 310,000 tested, 1.2% active; AID 588511;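 active = ratio plate-corrected score three or more library SD toward inhibition, starting fluorescence score within five deviations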;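 note: score derived from kinetic fluorescence span divided by baseline fluorescence per well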
TRPC6 inhibitor – mouse TRPC6 channel inhibition. Q61143. HEK293-TRPC6, membrane potential dye, ACh-evoked depolarization; stronger effect = lower value. B-score at 10 µM. 310,000 tested, 1.1% active. AID 2553;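 active = B-score under library mean minus 3 SD, initial fluorescence not abnormally high, positive integrated signal ratio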;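 note: B-score derived from integrated fluorescence ratio over the kinetic read; more negative B-score means stronger inhibition of depolarization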
Target sequence (Q61143 whole entry, looked up): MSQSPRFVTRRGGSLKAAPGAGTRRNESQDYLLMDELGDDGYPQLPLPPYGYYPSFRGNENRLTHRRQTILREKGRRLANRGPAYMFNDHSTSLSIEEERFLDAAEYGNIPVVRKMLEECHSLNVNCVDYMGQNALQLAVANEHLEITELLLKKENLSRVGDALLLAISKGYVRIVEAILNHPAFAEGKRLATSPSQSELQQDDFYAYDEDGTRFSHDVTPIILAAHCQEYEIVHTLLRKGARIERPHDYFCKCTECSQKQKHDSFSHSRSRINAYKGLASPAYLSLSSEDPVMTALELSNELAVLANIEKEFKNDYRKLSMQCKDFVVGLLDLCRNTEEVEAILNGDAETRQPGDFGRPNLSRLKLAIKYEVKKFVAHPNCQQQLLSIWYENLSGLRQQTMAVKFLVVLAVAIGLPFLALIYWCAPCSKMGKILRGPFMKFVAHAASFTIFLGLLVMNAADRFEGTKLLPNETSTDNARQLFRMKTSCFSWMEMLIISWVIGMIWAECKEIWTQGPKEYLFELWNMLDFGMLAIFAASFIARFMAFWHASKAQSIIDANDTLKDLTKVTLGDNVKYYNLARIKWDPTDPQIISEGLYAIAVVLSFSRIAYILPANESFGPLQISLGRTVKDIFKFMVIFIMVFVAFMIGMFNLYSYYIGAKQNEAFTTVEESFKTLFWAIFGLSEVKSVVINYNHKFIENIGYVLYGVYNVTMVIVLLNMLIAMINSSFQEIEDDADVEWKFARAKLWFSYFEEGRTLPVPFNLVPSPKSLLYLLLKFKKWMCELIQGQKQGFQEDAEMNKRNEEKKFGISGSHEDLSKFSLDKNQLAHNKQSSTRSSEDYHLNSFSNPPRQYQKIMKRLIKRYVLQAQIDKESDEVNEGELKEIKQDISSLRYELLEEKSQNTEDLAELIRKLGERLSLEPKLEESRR
MrgX1 antag – antagonists of human MrgX1 receptor; B-score at 10 µM; 310,000 tested, 1.3% active; MRGX1-HEK293 calcium flux, Fluo-4, BAM8-22 antagonism; stronger effect = lower value; Q96LB2; AID 588676;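 active = calcium-response B-score plate-corrected more than 3 library SD below zero, starting fluorescence within 5 deviations, no agonist response on first addition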;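 note: peak minus trough fluorescence over baseline after final BAM8-22 challenge near maximal dose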
TRPC6 act – mouse TRPC6 channel activation; HEK293-TRPC6 membrane potential dye fluorescence; stronger effect = higher value; B-score at 10 µM; 310,000 tested, 0.13% active; AID 2550;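 active = B-score of the integrated fluorescence ratio above library mean plus 3 SD, and starting fluorescence ratio within library mean plus 5 SD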;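 note: higher score means more depolarization so channel activation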
TRPC4 PAM – TRPC4 (mouse) allosteric potentiation | Q9QUQ5 | HEK293 TRPC4beta/mu-opioid, DAMGO EC20, Fluo-4 Ca2+ flux; stronger effect = higher value | B-score at 10 µM | 310,000 tested, 0.42% active | AID 2227;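 active = B-score of calcium response area above 5 SD of library B-scores, with initial fluorescence ratio within 5 SD of library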;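 note: B-score of integrated fluorescence ratio over time as area under calcium response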
MrgX1 allo act – allosterically activates human MrgX1 receptor signaling; 310,000 tested, 0.63% active; B-score at 10 µM; AID 588675; MrgX1-HEK293, Fluo-4 calcium flux, FDSS; stronger effect = higher value;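 active = plate-corrected calcium response at least 3 library SD above typical, normal starting fluorescence, not activating the receptor alone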;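 note: compound read alongside a low EC10 to EC30 dose of BAM8-22 agonist; peak minus trough fluorescence over baseline measured at the second addition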
TRPC4 block – TRPC4 (mouse) channel inhibition | Q9QUQ5 | HEK293 TRPC4beta/mu-opioid, DAMGO-evoked Fluo4 calcium flux; stronger effect = lower value | B-score at 10 µM | 300,000 tested, 0.39% active;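 active = B-score over 3 SD under the library average, no early fluorescence shift, positive overall ratio signal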
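Assay system: Stable TRPC4beta/mu-opioid receptor HEK293 cells | Reagent: DAMGO in two steps, submaximal then maximal | Compound dosing: Single concentration per test compound | Signal: Fluo4 Ca2+ flux fluorescence | Evaluation: Per-well B score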
ANO1 activ – mouse TMEM16A channel activation, primary screen. Q8BHY3. HEK293 TMEM16A/YFP-H148Q/I152L, iodide quench fluorescence; stronger effect = lower value. B-score at 10 µM. 340,000 tested, 0.3% active;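 active = fluorescence-ratio B-score plate-corrected deviation score at least 3 library SD below zero, with starting fluorescence score within 5 deviations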;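 note: channel opened by trigger with iodide after compound preincubation; score built on the fluorescence ratio of max minus min over baseline; more negative score means more quench and so TMEM16A activation or potentiation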
MrgX1 ag – activates human MrgX1 receptor signaling | 310,000 tested, 0.44% active | AID 588627 | B-score at 10 µM | MrgX1-HEK293 cells, Fluo-4 calcium fluorescence, agonist mode; stronger effect = higher value | Q96LB2;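 active = calcium response B-score plate-corrected fluorescence ratio at least 3 library SD, with starting fluorescence B-score inside 5 SD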
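Assay system: MrgX1-expressing HEK293 cells / Amount: fifteen thousand cells per well / Doses: test compound in the initial addition of three / Timing: cells plated overnight, dye loaded 0.5 h 37 °C, 0.5 h room temperature / Technique: kinetic calcium dye fluorescence, Fluo-4 NW / Control set: positive and negative controls per plate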
TRPC4 agonist – opens the mouse TRPC4 cation channel | HEK293 TRPC4beta/mu-opioid, Fluo4 calcium fluorescence; stronger effect = higher value | B-score at 10 µM | 310,000 tested, 0.49% active | AID 2237;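 active = B-score above 5 SD of library B-scores, and initial fluorescence ratio not above library mean plus 5 SD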;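 note: positive B-score marks a calcium rise read as TRPC4 activation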
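Technique: kinetic Fluo4 calcium fluorescence; Test system: TRPC4beta and mu-opioid receptor HEK293 stable cells; Measure: B-scored integrated calcium fluorescence ratio; Benchmarks: low control buffer alone, high control maximal DAMGO; Schedule: 45 min room-temperature Fluo4 loading, 110 s read.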
SKKanGAS inh – blocks kanamycin growth of S. pyogenes SKKanGAS strain. BacTiter-Glo, 6 h. inhibition, % at 7.5 µM. 300,000 tested, 1.3% active. AID 1662;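 active = mean replicate score, as percent of positive control median, at least 50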;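 note: strain carries kanamycin resistance gene driven by streptokinase promoter and grows in 40 µg/ml kanamycin; loss of luminescence reflects streptokinase promoter inhibition or plain growth inhibition; 0% = median of DMSO wells and 100% = positive control at its reference dose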
* = called active by the depositor; i = inactive; . = not tested or not shown.

SMILES	ANO1 block	TRPC6 inhibitor	MrgX1 antag	TRPC6 act	TRPC4 PAM	MrgX1 allo act	TRPC4 block	ANO1 activ	MrgX1 ag	TRPC4 agonist	SKKanGAS inh
O=C(COC(=O)C1CCN(c2ccc(C(F)(F)F)cn2)CC1)c1ccccc1Cl	i	i	i	i	i	i	i	i	i	i	0.2
COc1ccc(-n2ncc3c2CC(C)(C)CC3NC(=O)c2cn[nH]c2)cc1 (configuration not stated)	i	i	i	i	i	i	i	i	i	i	-2.8
CC(=O)Nc1ccc(NC(=O)CNC(=O)c2cccc(C)c2)cc1	i	i	i	i	i	i	i	i	i	i	8.9
Cc1cc(C)cc(NC(=S)N2CCN(c3ccccn3)CC2)c1	i	i	i	i	i	i	i	i	i	i	5.1
COc1ccc(NS(=O)(=O)c2ccc3nc(COc4ccc5ccccc5c4)[nH]c3c2)cc1	i	i	i	i	i	i	i	i	i	i	26.6
Cc1ccc(S(=O)(=O)N2CCN(C(=O)CCC(=O)NCCc3ccc(F)cc3)CC2)cc1	i	i	i	i	i	i	i	i	i	i	-4.9
CCCCSCCCNC(=O)CS(=O)Cc1nc(-c2cccc(C)c2)oc1C (configuration not stated)	i	i	i	i	i	i	i	i	i	i	-7.0
Cc1cccc(NC(=O)CCN2C(=O)c3ccccc3C2=O)n1	i	i	i	i	i	i	i	i	i	i	-3.0
COC(=O)C1=CN(C(C)C)C=C(C(=O)OC)C1c1cccc(OC)c1	i	i	i	i	i	i	i	i	i	i	-5.4
CC1CCCN(CCC(=O)Nc2ccccc2)C1 (configuration not stated)	i	i	i	i	i	i	i	i	i	i	10.2
CCOc1ccc(S(=O)(=O)NCc2cccnc2)cc1C	i	i	i	i	i	i	i	i	i	i	-1.0
N#Cc1c(NC(=O)C2CC(Cl)=CCC2C(=O)O)sc2c1CCCCC2 (configuration not stated)	i	i	i	i	i	i	-6*	i	i	i	21.7
COCCCn1c(=NC(=O)c2ccncc2)c(C#N)cc2c(=O)n3cccc(C)c3nc21	i	i	i	i	i	i	i	i	i	i	2.1
CCC1Sc2ccc(S(=O)(=O)CCC(=O)Nc3ccc(C(=O)OC)cc3)cc2NC1=O (configuration not stated)	i	i	i	i	i	i	i	i	i	i	-2.0
Cc1nc(/N=C(\N)Nc2ccccc2)nc2ccccc12	.	i	.	i	i	.	i	.	.	i	12.5
CC1CCN(S(=O)(=O)c2ccc(NC(=O)C3CSC4(C)CCC(=O)N34)cc2)CC1 (configuration not stated)	i	i	i	i	i	i	i	i	i	i	-2.1
CSC1=NCCN1C(=O)C12CC3CC(CC(C3)C1)C2	i	i	i	i	i	i	i	i	i	i	5.5
O=C(CSc1n[nH]c(-c2ccccn2)n1)Nc1ccc(F)cc1	i	i	i	i	i	i	i	i	i	i	-1.0
CC(C)Oc1ccc(S(=O)(=O)N2CCOCC2)cc1NC(=O)Cc1c(F)cccc1Cl	i	i	i	i	i	i	i	i	i	i	-5.0
Cc1ccc(NC(=O)CCNS(=O)(=O)c2ccccc2F)cc1S(=O)(=O)N1CCOCC1	i	i	i	i	i	i	i	i	i	i	0.1
Cn1c(SCC(=O)Nc2ccc(Br)cn2)nnc1C1CC1	i	i	i	i	i	i	i	i	i	i	-3.3
S=C(NCCN1CCOCC1)NC1CCCCC1	i	i	i	i	i	i	i	i	i	i	5.1
O=C(O)CCCn1c(O)c(C=C2N=c3ccccc3=N2)sc1=S	i	i	i	i	i	i	i	i	i	i	5.0
N#C/C(=C/c1ccc(N2CCOCC2)o1)C(=O)NC1CCCCC1	i	i	i	i	i	i	i	i	i	i	-4.9
CCN(c1ccccc1)S(=O)(=O)c1cc2c3c(c1)C(C)C(=O)N3CCC2 (configuration not stated)	i	i	i	i	i	i	i	i	i	i	3.4
SMILES	ANO1 block	TRPC6 inhibitor	MrgX1 antag	TRPC6 act	TRPC4 PAM	MrgX1 allo act	TRPC4 block	ANO1 activ	MrgX1 ag	TRPC4 agonist	SKKanGAS inh
Cc1ccc(NC(=O)Cc2ccc(Cl)c(Cl)c2)cc1S(=O)(=O)N(C)C	25*	i	i	i	i	i	i	i	i	i	8.8
O=C(NNC(=O)c1cc(-c2ccco2)nc2ccccc12)c1ccccc1	i	i	i	i	i	i	i	i	i	i	6.4
COc1cc(COCC(O)CN2CCN(CCN3C(=O)c4cccc5cccc(c45)C3=O)CC2)cc(OC)c1OC (configuration not stated)	i	i	i	i	i	i	i	i	i	i	-5.7
Cc1[nH]nc2c1C(c1ccccc1)C1=C(CC(C)(C)CC1=O)N2 (configuration not stated)	i	i	i	i	i	i	i	i	i	i	5.7
COc1ccc(CN(C)C(=S)Nc2ccc(Cl)cc2)cc1	i	i	i	i	i	i	i	i	i	i	-5.1
CC1(C)CC(NC(=S)NC2CC2)CC(C)(C)N1	i	i	i	i	i	i	i	i	i	i	-2.4
COc1ccc(OCCC(=O)OCC(=O)NCCc2ccccc2)cc1	i	i	i	i	i	i	i	i	i	i	-7.2
CCn1nc(C)c(CNC(=O)CC2C(=O)NCCN2Cc2ccc(C)o2)c1C (configuration not stated)	i	i	i	i	i	i	i	i	i	i	-6.7
O=C(NCc1cccc(Cl)c1)C1CCN(S(=O)(=O)c2ccc(F)cc2)CC1	i	i	i	i	i	i	i	i	i	i	-13.0
Cc1nn(C)cc1/C=C1\SC(=S)NC1=O	i	i	i	i	i	i	i	i	i	i	15.4
CC1=C(C)CC(C(=O)NNC(=O)c2csc(C)c2C)C(C(=O)O)C1 (configuration not stated)	i	i	i	i	i	i	i	i	i	i	1.6
COc1cc2c(cc1OC)C(C(=O)Nc1ccc(F)c(Cl)c1)CC(=O)N2 (configuration not stated)	i	i	i	i	i	i	i	i	i	i	-0.1
CN(Cc1ccccc1)C(=O)CCS(=O)(=O)c1ccc2c(c1)NC(=O)CS2	i	i	i	i	i	i	i	i	i	i	-3.1
O=C(Nn1c(C2CC2)nc2ccccc2c1=O)c1ccco1	i	i	i	i	i	i	i	i	i	i	-2.4
COc1ccc(NS(=O)(=O)c2cccc(-c3nnc(-c4ccccc4)o3)c2)cc1	i	i	i	i	i	i	i	i	i	i	19.9
CC(C)c1ccc(/C=N/NC(=O)c2cccc(Cl)c2)cc1	i	i	i	i	i	i	i	i	i	i	-3.7
Cc1ccc(-c2cc(C(F)F)n3ncc(C(=O)Nc4cn(C)nc4C)c3n2)cc1	i	i	i	i	i	i	i	i	i	i	6.4
CCN(CC)S(=O)(=O)c1ccc(N2CCCC2)c(NC(=O)C2CSC3(C)CCC(=O)N23)c1 (configuration not stated)	i	i	i	i	i	i	i	i	i	i	-7.7
CC(NC(=O)OC1CCCCC1)N1C(=O)C2C3C=CC(C3)C2C1=O (configuration not stated)	i	i	i	i	i	i	i	i	i	i	-0.4
Cc1ccc(N2CCOCC2)c2c1C(=O)c1ccccc1C2=O	i	-5.1*	i	i	i	i	i	i	i	i	-10.4
Cn1cc(S(=O)(=O)CC(=O)N2CCc3ccccc32)c2ccccc21	i	i	i	i	i	i	i	i	i	i	-8.4
CCN(CC(=O)Nc1c(F)cccc1F)C(=O)CCCOc1ccc(OC)cc1	i	i	i	i	i	i	i	i	i	i	22.0
Cc1sc2ncnc(NCC3(N4CCOCC4)CCCCC3)c2c1C	i	i	i	i	i	i	i	i	i	i	2.8
COc1ccc(C2/C=C\CN(S(=O)(=O)/C=C/c3ccccc3)CC(=O)N2Cc2ccc(F)cc2)cc1 (configuration not stated)	i	i	i	i	i	i	i	i	i	i	11.5
C=CCc1cc(/C=C2/NC(=O)N(CC(=O)OC)C2=O)cc(OC)c1O	i	i	i	i	i	i	i	i	i	i	7.6
SMILES	ANO1 block	TRPC6 inhibitor	MrgX1 antag	TRPC6 act	TRPC4 PAM	MrgX1 allo act	TRPC4 block	ANO1 activ	MrgX1 ag	TRPC4 agonist	SKKanGAS inh
CCOc1ccc(N(CC(=O)Nc2ccccc2)S(C)(=O)=O)cc1	i	i	i	i	i	i	i	i	i	i	6.0
CC(C)Oc1ccc(Cc2n[nH]c(=S)n2Cc2ccccc2)cc1Cl	i	i	i	i	i	i	i	i	i	i	1.0
CC(C)CN(CCCNC(=O)CN1C(=O)COc2ccc(S(=O)(=O)N3CCCCCC3)cc21)CC(C)C	i	i	i	i	i	i	i	i	i	i	-1.0
Clc1nc2ccccc2nc1-c1ccccc1	i	i	i	i	i	i	i	i	i	i	0.9
O=C(Nc1ccc(-c2ccccc2)cc1)c1ccccc1	i	i	i	i	i	i	i	i	i	i	1.4
N#CC1=C(N)C(C#N)(C#N)[C@H](c2ccoc2)[C@H]2CN(Cc3ccccc3)CC=C12	i	i	i	i	i	i	i	i	i	i	-2.7
O=C(NCc1ccc(F)cc1)c1ccncc1	i	i	i	i	i	i	i	i	i	i	-3.6
O=C(NCc1cccnc1)C1CCCN(S(=O)(=O)c2ccccc2)C1 (configuration not stated)	i	i	i	i	i	i	i	i	i	i	3.0
O=C(COC(=O)CCC(=O)c1ccc(F)cc1)Nc1ccccc1	i	i	i	i	i	i	.	i	i	i	-12.1
Cc1c(C)c2ccc(OCC(=O)Nc3ccc(CN4CCOCC4)cc3)cc2oc1=O	i	i	i	i	i	i	i	i	i	i	-7.0
COc1cc(C(=O)NC(=S)Nc2ccc(Cc3ccncc3)cc2)cc(OC)c1OC	i	i	i	i	i	i	i	i	i	i	51.0*
CC(C)c1nnc(SCc2ccc(CSc3nnc(C(C)C)n3N)cc2)n1N	i	i	i	i	i	i	i	i	i	i	-13.0
Cn1nc(-c2ccc(Cl)cc2)c2cc(C(=O)NCC3CCCO3)sc21 (configuration not stated)	i	i	i	i	i	i	i	i	i	i	-5.5
O=S(=O)(Nc1nc2ccc(Cl)cc2s1)c1cccs1	i	i	i	i	i	i	i	i	i	i	8.8
O=C(C1CCC(Cn2c(=O)[nH]c3ccccc3c2=O)CC1)N1CCN(c2ccccc2)CC1 (configuration not stated)	i	i	i	i	i	i	i	i	i	i	-1.6
C=CCN1C(=O)c2ccc(C(=O)N(C)CC(=O)Nc3cccc(F)c3)cc2C1=O	i	i	i	i	i	i	i	i	i	i	-3.5
